From PubChem
TRPC6 inh – blocks the mouse TRPC6 cation channel; Q61143; HEK293-TRPC6, membrane potential dye, ACh-evoked depolarization; hits give low values; B-score at 10 µM; hit rate 1.1% among 310,000; AID 2553;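 active means B-score under library mean minus 3 SD, initial fluorescence not abnormally high, positive integrated signal ratio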;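 further: B-score derived from integrated fluorescence ratio over the kinetic read; more negative B-score means stronger inhibition of depolarization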
KLF5 inh – suppresses KLF5 promoter-driven expression; hit rate 0.23% among 290,000; AID 1700; inhibition, % at 5 µM; DLD-1 KLF5 promoter-luciferase reporter, luminescence;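 active means inhibition above a per-plate limit of that plate's mean compound inhibition plus 3 SD, cut at about 60% in these data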;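 further: 0% = DMSO wells and 100% = LY294002 at 200 µM; higher means less KLF5 promoter-driven luciferase light; inactives centre near -14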
aSyn UTR inh – 5' untranslated region of α-synuclein, MLPCN primary screen | alpha-synuclein 5'UTR reporter, inhibitor activity | inhibition, % (tested at 7.5 µM) | hit rate 0.82% among 300,000 | AID 1813; in the data active means inhibition above about 60%;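 further: H4 neuroglioblastoma cells stably carrying SNCA 5'UTR luciferase fusion; 0% = DMSO wells and 100% = positive control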
TRPC4 act – activators of mouse TRPC4 channel; Q9QUQ5; HEK293 TRPC4beta/mu-opioid, Fluo4 calcium fluorescence; hits give high values; B-score at 10 µM; hit rate 0.49% among 310,000; AID 2237;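 active means B-score above 5 SD of library B-scores, and initial fluorescence ratio not above library mean plus 5 SD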;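 further: positive B-score marks a calcium rise read as TRPC4 activation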
Target sequence (Q9QUQ5 whole entry, looked up): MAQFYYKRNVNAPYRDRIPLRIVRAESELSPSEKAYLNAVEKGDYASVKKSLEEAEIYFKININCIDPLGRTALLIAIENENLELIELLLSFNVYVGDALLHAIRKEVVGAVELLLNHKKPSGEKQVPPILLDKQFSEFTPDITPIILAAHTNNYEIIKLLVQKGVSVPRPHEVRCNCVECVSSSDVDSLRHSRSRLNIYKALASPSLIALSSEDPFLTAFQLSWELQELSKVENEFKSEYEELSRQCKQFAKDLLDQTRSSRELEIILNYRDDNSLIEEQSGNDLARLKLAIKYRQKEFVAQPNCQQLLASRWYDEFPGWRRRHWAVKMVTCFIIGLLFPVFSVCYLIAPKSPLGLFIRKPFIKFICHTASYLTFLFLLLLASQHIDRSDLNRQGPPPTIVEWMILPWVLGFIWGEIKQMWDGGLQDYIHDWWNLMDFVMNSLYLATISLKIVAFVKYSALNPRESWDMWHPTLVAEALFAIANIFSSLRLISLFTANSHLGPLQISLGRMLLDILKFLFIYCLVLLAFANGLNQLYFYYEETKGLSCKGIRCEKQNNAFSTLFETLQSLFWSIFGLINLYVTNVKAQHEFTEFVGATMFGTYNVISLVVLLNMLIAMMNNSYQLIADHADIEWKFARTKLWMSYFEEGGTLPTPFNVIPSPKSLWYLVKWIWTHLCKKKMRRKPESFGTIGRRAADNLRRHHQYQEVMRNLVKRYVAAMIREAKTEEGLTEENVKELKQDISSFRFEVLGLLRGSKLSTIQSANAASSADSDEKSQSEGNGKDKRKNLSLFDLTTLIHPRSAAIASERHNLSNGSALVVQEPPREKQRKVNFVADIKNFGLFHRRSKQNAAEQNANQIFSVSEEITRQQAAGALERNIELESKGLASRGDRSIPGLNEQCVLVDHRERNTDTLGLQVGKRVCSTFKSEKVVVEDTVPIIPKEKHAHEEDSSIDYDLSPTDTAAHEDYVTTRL
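Material: TRPC4beta and mu-opioid receptor HEK293 stable cells | Incubation: 45 min room-temperature Fluo4 loading, 110 s read | Detection: Kinetic Fluo4 calcium fluorescence | Measure: Integrated baseline-normalised fluorescence ratio, converted to per-well B score | Benchmarks: Low control buffer alone, high control maximal DAMGO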
MrgX1 antagonist – blocks BAM8-22 activation of human MrgX1 receptor. Q96LB2. MRGX1-HEK293 calcium flux, Fluo-4, BAM8-22 antagonism; hits give low values. B-score at 10 µM. hit rate 1.3% among 310,000. AID 588676;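 active means calcium-response B-score plate-corrected more than 3 library SD below zero, starting fluorescence within 5 deviations, no agonist response on first addition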;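 further: peak minus trough fluorescence over baseline after final BAM8-22 challenge near maximal dose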
TRPC4 PAM – allosteric potentiators of mouse TRPC4 channel | hit rate 0.42% among 310,000 | B-score at 10 µM | Q9QUQ5 | HEK293 TRPC4beta/mu-opioid, DAMGO EC20, Fluo-4 Ca2+ flux; hits give high values;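 active means B-score of calcium response area above 5 SD of library B-scores, with initial fluorescence ratio within 5 SD of library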;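 further: B-score of integrated fluorescence ratio over time as area under calcium response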
IEC-6 cytotox – kills IEC-6 intestinal cells in KLF5 counter-screen; hit rate 0.78% among 290,000; inhibition, % at 5 µM; AID 1825; IEC-6 cytotoxicity, luminescence viability; in the data active means inhibition above about 22%;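 further: 0% = plate median of test compound wells and 100% = cytotoxic reference compound wells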
TRPC6 act – activators of mouse TRPC6 channel; B-score at 10 µM; hit rate 0.13% among 310,000; HEK293-TRPC6 membrane potential dye fluorescence; hits give high values;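 active means B-score of the integrated fluorescence ratio above library mean plus 3 SD, and starting fluorescence ratio within library mean plus 5 SD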;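 further: higher score means more depolarization so channel activation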
HIF activator – HIF pathway transcriptional activation | hit rate 0.32% among 300,000 | U2OS HRE-luciferase reporter, luminescence; normalized: DMSO 0%, desferrioxamine 100% | activation, % at 7.5 µM (by protocol);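 active means mean activation of at least 10% of the iron chelator positive control signal, with at least half of replicates also reaching 10%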
SKKanGAS inh – inhibitors of SKKanGAS S. pyogenes growth in kanamycin (SK-promoter or general growth effect). BacTiter-Glo, 6 h. inhibition, % at 7.5 µM. hit rate 1.3% among 300,000;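 active means mean replicate score, as percent of positive control median, at least 50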;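 further: strain carries kanamycin resistance gene driven by streptokinase promoter and grows in 40 µg/ml kanamycin; loss of luminescence reflects streptokinase promoter inhibition or plain growth inhibition; 0% = median of DMSO wells and 100% = positive control at its reference dose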
TRPC4 block – TRPC4 (mouse) channel inhibition. HEK293 TRPC4beta/mu-opioid, DAMGO-evoked Fluo4 calcium flux; hits give low values. B-score at 10 µM. hit rate 0.39% among 300,000;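 active means B-score over 3 SD under the library average, no early fluorescence shift, positive overall ratio signal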
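Assay system – HEK293 line stably carrying TRPC4beta and mu-opioid receptor · Doses – single dose · Detection – Fluo4 calcium-dye fluorescence, kinetic read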
The depositor's hits bear a star; i = inactive; / = no result given.

SMILES	TRPC6 inh	KLF5 inh	aSyn UTR inh	TRPC4 act	MrgX1 antagonist	TRPC4 PAM	IEC-6 cytotox	TRPC6 act	HIF activator	SKKanGAS inh	TRPC4 block
CN(c1ccc(OCC(=O)N2CCN(c3ccc(F)cc3)CC2)cc1)S(=O)(=O)c1cccs1	i	-35.2	9.5	i	i	i	-2.8	i	-0.3	4.6	i
O=C(CSc1ccc(-c2cccc([N+](=O)[O-])c2)nn1)NCc1ccccc1	i	-6.0	10.3	i	i	i	-1.8	i	0.0	2.0	i
Cc1cc(NS(=O)(=O)c2ccc(NC(=O)/C=C/c3c(F)cccc3Cl)cc2)nc(C)n1	i	-9.7	1.6	i	i	i	5.4	i	-0.3	9.6	i
O=C(CSc1nc(-c2ccccc2)c(-c2ccccc2)o1)Nc1nnc(-c2ccccc2)s1	i	-35.3	-3.7	i	i	i	1.6	i	0.2	8.5	i
COc1ccc(C2c3c(oc4ccc(Cl)cc4c3=O)C(=O)N2Cc2ccco2)cc1OC (stereo unspecified)	i	-13.7	-1.4	i	/	i	-2.6	i	0.1	-2.8	i
CC(=O)Nc1ccc2c(c1)nc(CCN1CCOCC1)n2C	i	-11.7	0.8	i	i	i	1.6	i	-0.9	10.8	i
Cc1c(NC(=O)c2ccc3nsnc3c2)cccc1[N+](=O)[O-]	i	-8.0	-68.2	i	i	i	6.7	i	-0.4	-7.7	i
Cc1ccc(S(=O)(=O)NC2=NCN(C)CN2)cc1[N+](=O)[O-]	i	-34.7	15.1	i	i	i	4.1	i	0.1	-3.4	i
Brc1cccc(CNCCCN2CCOCC2)c1	i	-5.1	21.6	i	i	i	1.4	i	0.0	-10.8	i
CC1(C)CC(=O)C(N=Nc2cccc(F)c2C#N)=C(O)C1	i	-43.7	13.9	i	i	i	1.2	i	-0.3	-0.9	i
O=C(c1cc(-c2ccc(Cl)cc2Cl)on1)N1CCOCC1	i	-91.4	79.8*	i	i	i	1.4	i	/	-17.6	i
O=C(CCCOc1ccccc1)N1CCCc2ccccc21	i	-19.5	-73.3	i	i	i	2.6	i	/	-6.6	i
Cc1cc(C(=O)N2CCC(C(F)(F)F)n3nccc32)on1 (stereo unspecified)	i	-12.7	-12.3	i	i	i	-0.6	i	-0.2	-3.8	i
COc1cc(/C=N/NC(=O)CC23CC4CC(CC(C4)C2)C3)cc(Br)c1OCC(=O)N(C)C	i	-25.1	-16.7	i	i	i	-0.7	i	0.0	8.6	i
Cc1ccc(S(=O)(=O)N(CC(=O)NCC2CCCO2)C2CCCCC2)cc1 (stereo unspecified)	i	-16.4	9.8	i	i	i	-0.8	i	-2.4	-3.9	i

aSyn UTR inh, entries above that show a hit
SMILES,KLF5 inh,aSyn UTR inh,MrgX1 antagonist,TRPC4 PAM,TRPC6 act,TRPC4 block
O=C(c1cc(-c2ccc(Cl)cc2Cl)on1)N1CCOCC1,-91.4,79.8*,i,i,i,i

Next part:
SMILES	TRPC6 inh	KLF5 inh	aSyn UTR inh	TRPC4 act	MrgX1 antagonist	TRPC4 PAM	IEC-6 cytotox	TRPC6 act	HIF activator	SKKanGAS inh	TRPC4 block
COc1ccc(N2C(=O)C3CC=C(Cl)CC3C2=O)cc1 (stereo unspecified)	i	-41.3	-38.8	i	i	i	-6.9	i	-0.4	1.2	i
CCOc1ccc(C(C)(O)CN2CCOCC2)cc1 (stereo unspecified)	i	-18.4	-3.1	i	i	i	-6.1	i	0.3	-2.3	i
Nc1nc(SCC(=O)c2cccs2)n[nH]1	i	-3.4	26.8	i	i	i	2.2	i	0.0	-3.5	i
COC(=O)c1ccc(NC(=O)N2CCC(O)(c3cccnc3)CC2)cc1	i	-39.8	-4.4	i	i	i	1.4	i	0.2	2.1	i
CC(OC(=O)CCCN=C1NS(=O)(=O)c2ccccc21)C(=O)NC1CCCCC1C (stereo unspecified)	i	-24.1	1.7	i	i	i	-0.8	i	-0.1	-3.4	i
CCN(CC(=O)Nc1c(F)cccc1F)C(=O)c1ccc(C(F)(F)F)cc1	i	-37.9	-6.5	i	i	i	-5.4	i	-4.1	2.9	i
O=c1c(Cl)c(NS(=O)(=O)c2ccccc2)cnn1-c1ccccc1	i	3.2	-11.4	i	i	i	0.3	i	-0.4	-19.1	i
CC1(C)C2CC=C(/C=N/NC(=S)Nc3cccnc3)C1C2 (stereo unspecified)	i	-4.0	0.3	i	i	i	-6.3	i	1.0	-4.2	i
COc1ccc(N2CCN(C(C)C(=O)N3CCc4ccccc43)CC2)cc1 (stereo unspecified)	i	-14.0	6.9	i	i	i	5.5	i	-20.9	-2.2	i
Cn1c(CCN2CCOCC2)nc2cc(NC(=O)COc3ccccc3)ccc21	i	-40.8	0.7	i	i	i	0.4	i	5.7	-2.8	i
COc1ccc(-n2c(Cc3cccn3C)nnc2SCC(=O)Nc2ccc(Cl)cc2)cc1	i	-44.5	24.1	i	i	i	3.1	i	-0.3	8.0	i
CCC(C)NC(=O)c1cc(OC)c(OC)c(OC)c1 (stereo unspecified)	i	8.6	5.1	i	i	i	4.6	i	-0.2	-1.3	i
Cc1cc([N+](=O)[O-])nn1CC(=O)NCc1ccco1	i	8.9	12.8	i	i	i	-6.5	i	0.5	0.5	i
Cc1ccc(C(=O)NC(=S)Nc2ccc(S(=O)(=O)N3CCN(C)CC3)cc2)cc1	i	-16.2	-7.9	i	i	i	0.4	i	-0.1	-3.4	i
COc1ccc(Nc2nc(NN)nc(C)c2[N+](=O)[O-])cc1	i	-22.4	11.7	i	i	i	1.6	i	-0.3	24.0	i
O=C(NC(=S)NCc1ccccc1)c1ccc(Br)o1	i	-16.0	-32.4	i	i	i	-3.6	i	0.6	0.8	i
CCC(COC)NCc1cn(-c2ccc(OC)cc2)nc1-c1cccc(F)c1 (stereo unspecified)	i	-31.8	9.5	i	i	i	-4.2	i	-0.7	-10.8	i
Cc1nn(Cc2ccc(C(=O)Nc3ccc(C(=O)OC(C)C)cc3)o2)c(C)c1Cl	i	-50.4	-16.9	i	i	i	-4.6	i	-0.2	17.0	i
O=C(/C=C/c1cccs1)N1CCC2(CC1)Oc1ccc(Cl)cc1C(=O)C21CC(c2ccc(Cl)cc2)=NO1 (stereo unspecified)	i	/	23.4	i	i	i	/	i	0.0	10.5	/
CCCn1c(=O)c2c(nc3n2CCN3Cc2ccco2)n(C)c1=O	i	-9.0	-5.7	i	i	i	-1.2	i	-0.6	-2.6	i
COc1ccc2cc3cc(C(=O)NCCCN4CCOCC4)oc3nc2c1	i	-19.9	-18.3	i	i	i	2.5	i	0.5	14.4	i
CCOC(=O)c1c(NC(=O)N/N=C/c2ccc(O)c(OC)c2)sc(C(C)=O)c1C	i	-5.0	-2.4	i	i	i	8.1	i	-0.6	25.6	i
Cc1ccnc(NC(=O)CNC(=O)c2ccc(C)s2)c1	i	/	-38.3	i	i	i	/	i	1.5	5.2	i
O=C(c1ccccc1F)N(Cc1cccnc1)Cc1cc2cc3c(cc2[nH]c1=O)OCCO3	i	20.2	35.3	i	i	i	3.6	i	0.0	-1.1	i
COc1ccc(NC(=O)c2cc(-c3ccccc3)on2)cc1	i	-50.6	-77.2	i	i	i	-5.4	i	0.4	-4.1	i
CCOc1ccc(C(=O)c2nc3c(n2O)CCCC3)cc1	i	-15.9	-51.2	i	i	i	-4.8	i	1.1	-2.8	i
O=S(=O)(Nn1c(O)c(C=C2N=c3ccccc3=N2)sc1=S)c1ccccc1	i	-9.6	23.8	i	i	i	9.2	i	-0.1	10.7	i
O=C(O)/C=C/C(=O)NNC(=O)c1cccc(Br)c1	i	-10.4	0.8	i	i	i	-3.4	i	0.7	2.1	i
CCOC(=O)N1CCC(NC(=O)c2cc(S(=O)(=O)N3CCOCC3)ccc2F)CC1	i	-8.8	-18.7	i	i	i	-3.9	i	-0.8	0.8	i
Cc1cc(C(=O)O)ccc1-n1c(C)cc(C=C2C(=O)c3ccccc3C2=O)c1C	i	-48.3	-20.4	i	i	i	-6.8	i	-0.1	38.4	i
COC(=O)C1=C(C)NC(=O)CC1c1ccc(F)c(Br)c1 (stereo unspecified)	i	4.7	/	i	-4.59*	i	1.9	i	/	0.6	i
CCc1c(C)nc(SCC(=O)Nc2c(C)n(C)n(-c3ccccc3)c2=O)[nH]c1=O	i	-8.6	18.0	i	i	i	1.6	i	0.2	0.0	i
COc1ccc2c(c1OC)C(=O)N(c1cccc(NC(C)=O)c1)C2	i	-104.2	-59.6	i	i	i	-3.4	i	2.0	-1.7	i
COc1ccc(-c2cc(C(=O)Nc3cc(Cl)ccc3O)no2)cc1	i	-164.4	-155.6	i	i	i	-3.8	i	2.6	-11.1	i
Nc1nnc(SCCCC(=O)c2ccc(Br)cc2)s1	i	-60.5	-24.0	i	i	i	2.3	i	0.1	-2.2	i
O=C(Nc1ccc(Cl)cc1C(F)(F)F)c1ccccc1	i	-15.0	-51.0	i	i	i	-0.8	i	0.4	1.3	i
O=C(CN1CCN(c2ccc(F)cc2)CC1)N1N=CCC1c1ccccc1 (stereo unspecified)	i	-5.8	-2.8	i	i	i	-0.1	i	-0.1	-6.5	i
Cc1nc(SCC(=O)c2ccc(Cl)s2)c2oc3ccccc3c2n1	i	-1.7	-93.9	i	i	i	-4.5	i	1.1	-3.8	i
COCCN(C(=O)COC(=O)c1ccc(C)o1)c1c(N)n(Cc2ccccc2)c(=O)[nH]c1=O	i	/	5.3	i	i	i	/	i	-0.4	28.8	i
COc1cccc(N2CC(O)Cn3c2nc2c3c(=O)n(CCCc3ccccc3)c(=O)n2C)c1 (stereo unspecified)	i	-39.5	10.5	i	i	i	3.6	i	0.0	7.3	i
COc1ccc(N(CC(=O)Nc2ccc(C)c(C)c2)S(=O)(=O)c2c(C)n[nH]c2C)cc1	i	-17.1	22.5	i	i	i	-1.9	i	0.0	0.0	i
Cc1ccc(-c2nc(CS(=O)CC(=O)N3CCN(c4ncccn4)CC3)c(C)o2)cc1 (stereo unspecified)	i	-16.0	28.8	i	i	i	7.5	i	0.0	-0.8	i
O=C(Nc1cccc(C(F)(F)F)c1)c1ccc(N2CCNCC2)c([N+](=O)[O-])c1	i	-9.8	0.1	i	i	i	4.6	i	-0.2	-0.1	i
Cc1cccc(C)c1N(CC(O)Cn1c2ccccc2c2ccccc21)S(C)(=O)=O (stereo unspecified)	i	-20.7	-9.5	i	i	i	-0.9	i	-0.2	-7.2	i
Cc1ccc(-c2ccc(C(=O)NCc3ccccc3)o2)c2ccccc12	i	-10.0	-24.8	i	i	i	3.1	i	-0.2	5.5	i
